# Compound activity from PubChem BioAssay.
# BoNT F protease = BoNT/F light chain protease inhibitors, primary screen, biochemical, flow cytometry, MLPCN library | inhibition, % at 10 µM | Multiplex microsphere protease cleavage assay | Botulinum neurotoxin type F light chain protease (Clostridium botulinum) | 360,000 compounds, 0.22% hits | AID 588497, 2011; in the data active = inhibition above about 35%, passing the limit was not always enough; inconclusive = no clear call, values can overlap the other calls; note: plate controls were buffer without enzyme for full effect and enzyme alone for no effect
# FBA Mtb inh = Mtb FBA enzyme inhibitors, primary screen, biochemical, fluorescence, strain H37Rv; inhibition, % at 1 µM; Fructose-bisphosphate aldolase (Mycobacterium tuberculosis (strain ATCC 25618 / H37Rv)), …; 360,000 compounds, 2.3% hits; purified M. tuberculosis FBA, fluorescence read-out; AID 588726, 2011; in the data active = inhibition above about 27%;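 note: 0% = vehicle and 100% = reference inhibitor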
# VHR inh abs = VHR1 phosphatase inhibitors, primary screen, biochemical, absorbance, uHTS. Dual specificity protein phosphatase 3 (Homo sapiens), P51452. recombinant VHR phosphatase, pNPP absorbance. inhibition, % at 13.3 µM. 290,000 compounds, 0.52% hits; in the data active = inhibition above about 50%; note: some compounds called inactive have numbers as strong as hits
# UGM FP inh = M. tuberculosis UGM enzyme inhibitors, primary screen, biochemical, fluorescence polarization, single point | purified UGM, fluorescence polarization probe displacement | inhibition, % at 10 µM | 320,000 compounds, 0.06% hits; in the data active = inhibition above about 10%, passing the limit was not always enough; inconclusive = no clear call, values can overlap the other calls
# Target sequence (P9WIQ1 whole entry, looked up): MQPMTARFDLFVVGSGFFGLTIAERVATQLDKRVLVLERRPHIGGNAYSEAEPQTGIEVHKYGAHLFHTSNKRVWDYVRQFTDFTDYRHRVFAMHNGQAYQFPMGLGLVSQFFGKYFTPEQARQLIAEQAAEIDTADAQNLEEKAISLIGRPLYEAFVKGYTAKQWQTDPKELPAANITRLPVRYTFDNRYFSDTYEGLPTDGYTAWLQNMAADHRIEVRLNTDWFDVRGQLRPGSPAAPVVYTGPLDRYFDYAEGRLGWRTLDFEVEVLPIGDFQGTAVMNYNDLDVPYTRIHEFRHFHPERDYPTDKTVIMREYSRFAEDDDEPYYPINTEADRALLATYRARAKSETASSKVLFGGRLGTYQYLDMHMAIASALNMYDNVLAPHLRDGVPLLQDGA
# BioA inh = M. tuberculosis BioA enzyme inhibitors, primary screen, biochemical, plate reader, single point, HTS; 7,8-diaminopelargonic acid synthase BioA (Mycobacterium tuberculosis); purified M. tuberculosis BioA enzyme; inhibition, % at 9.99 µM; 360,000 compounds, 0.096% hits; in the data active = inhibition above about 40%; inconclusive = no clear call, values can overlap the other calls
# MazEF act = activators of E. coli MazEF toxin-antitoxin RNase, primary screen, biochemical, fluorescence, uHTS; 350,000 compounds, 0.32% hits; activation, % at 20 µM; FAM/BHQ RNA-DNA oligo cleavage fluorescence, 5 h; Endoribonuclease toxin MazF (Escherichia coli (strain K12)), P0AE70; AID 504720, 2011; in the data active = activation above about 50%
# Target sequence (P0AE70 whole entry, looked up): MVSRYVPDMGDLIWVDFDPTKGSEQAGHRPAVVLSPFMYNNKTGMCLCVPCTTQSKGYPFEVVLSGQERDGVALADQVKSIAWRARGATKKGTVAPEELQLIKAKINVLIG
# GDH-TPI counter = GDH-TPI coupling enzyme inhibitors, primary screen, artefact control for M. tuberculosis FBA inhibitor project, biochemical, absorbance, full deck | GDH-TPI coupled enzyme counterscreen, NADH absorbance | inhibition, % at 4.8 µM | 360,000 compounds, 1.2% hits | AID 588335, 2011;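 note: 0% = DMSO wells and 100% = wells lacking the enzyme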
# Rv3671c protease = Rv3671c serine protease inhibitors, primary screen, biochemical, fluorescence polarization, M. tuberculosis H37Rv; inhibition, % at 5.96 µM; 320,000 compounds, 0.048% hits; in the data active = inhibition above about 38%;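 note: extracellular domain of Rv3671c used as enzyme; 0% = enzyme with DMSO and 100% = no enzyme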
# Target sequence (P9WHR9 whole entry, looked up, the tested form may be a part): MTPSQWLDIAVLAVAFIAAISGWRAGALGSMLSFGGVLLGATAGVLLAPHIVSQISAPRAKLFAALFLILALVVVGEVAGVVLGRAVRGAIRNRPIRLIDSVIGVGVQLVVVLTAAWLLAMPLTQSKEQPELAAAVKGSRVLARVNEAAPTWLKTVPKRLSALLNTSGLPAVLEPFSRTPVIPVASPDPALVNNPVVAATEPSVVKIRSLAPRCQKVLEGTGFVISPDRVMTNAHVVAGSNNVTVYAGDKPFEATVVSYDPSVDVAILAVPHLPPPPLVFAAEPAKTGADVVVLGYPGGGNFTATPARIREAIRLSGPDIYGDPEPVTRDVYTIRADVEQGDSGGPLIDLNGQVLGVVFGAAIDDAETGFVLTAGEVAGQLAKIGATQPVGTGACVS
# FadD28 binding = inhibitors of FadD28 bisubstrate probe binding, primary screen, biochemical, fluorescence polarization, single point; inhibition, % at 12.5 µM; 360,000 compounds, 0.22% hits; AID 588549, 2011; in the data active = inhibition above about 8.5%, passing the limit was not always enough; inconclusive = no clear call, values can overlap the other calls
# CCHFV vOTU inh = CCHFV vOTU protease inhibitors, primary screen, biochemical, Pep-AMC substrate, fluorescence. Crimean-Congo hemorrhagic fever virus L polyprotein viral ovarian tumor (vOTU) protease …. inhibition, % at 11.5 µM. 370,000 compounds, 0.55% hits. AID 651958, 2012; note: 0% = vehicle wells with enzyme and 100% = no enzyme wells
# * hit, by the source's call; ? = inconclusive; · = not tested or not shown. Cut-off read from the data, not from the text of the source, unless noted: active = inhibition above about 30%; inactive = the rest.
SMILES,BoNT F protease,FBA Mtb inh,VHR inh abs,UGM FP inh,BioA inh,MazEF act,GDH-TPI counter,Rv3671c protease,FadD28 binding,CCHFV vOTU inh
O=C(CCc1nnc(-c2ccc3c(c2)OCO3)o1)NC(c1cccnc1)C(F)(F)F (configuration not stated),0,-1,6,0.4,1.1,4,1,-5,0.0,3
Nc1nc(SCC(=O)Nc2cccc([N+](=O)[O-])c2)n[nH]1,-2,-2,·,-0.9,1.8,5,0,0,-0.5,0
Cc1cc(C)c(NC(=O)C(=O)NCc2ccco2)c(C)c1,-6,-2,16,-3.0,-0.4,8,0,-3,-1.0,·
COc1ccccc1NC(=O)CCCC(=O)OCC(=O)c1ccc(F)cc1,3,-5,-9,-2.0,·,-5,-6,-6,-2.3,9
O=C(NCCOc1ccccc1F)C1CCC(=O)N(CC2CCCCC2)C1 (configuration not stated),8,0,16,·,-0.7,5,5,·,-0.9,14
Cc1nc(C#N)c(NCc2ccc3c(c2)OCO3)o1,-6,5,27,0.3,0.5,9,3,7,-2.7,8
O=C(NC(=S)NCc1ccccc1)c1cccc(Cl)c1,·,1,4,-4.1,0.7,2,5,4,-1.3,0
CCN1C(=O)CC(Sc2ccccc2C(=O)O)C1=O (configuration not stated),10,2,43,-1.1,-1.5,14,0,-10,-1.8,-7
Cc1ccc(S(=O)(=O)N2CCN(C(=O)COC(=O)COc3ccccc3C(C)C)CC2)c(C)c1,8,6,·,·,-2.9,-2,14,·,1.0,10
N[C@@H](Cc1ccc(O)cc1)c1nnc([C@H](CO)NC(=O)C2CCNCC2)o1,-2,-1,25,-1.2,-0.7,11,2,14,-4.3,-9
Cc1cc(C(=O)N/N=C/c2ccc[nH]2)no1,-5,-3,6,-0.1,-1.2,4,31*,-5,0.0,15
COc1ccc(CN2CCc3c([nH]c4ccccc34)C2)cc1Br,-36,11,1,-0.8,-4.2,15,43*,3,0.9,14
COC(=O)c1ccc(NC(=O)Nc2ccc(OC)cc2)cc1,-2,2,14,0.6,-0.3,12,-1,5,4.1,-4
Brc1ccc2[nH]c3c(N4CCc5ccccc5C4)ncnc3c2c1,·,·,-2,2.0,·,17,·,5,·,·
O=C(Nc1ccc2ncccc2c1)c1ccccc1Cl,-1,6,21,2.5,-1.2,6,9,-11,-2.1,-5
O=C(CC1C(=O)NCCN1Cc1cccc(C(F)(F)F)c1)NCCCOc1cccnc1 (configuration not stated),-9,-1,14,-0.9,0.1,0,7,6,-1.3,14
CCNCC(O)COCC(O)CNCC (configuration not stated),-5,0,-12,1.6,-2.3,1,4,-13,-3.7,-7
COc1ccccc1C(=O)Oc1ccccc1C(=O)Nc1ccccc1,-6,-6,4,-0.7,2.3,-2,-1,19,-3.9,-1
COc1cccc(CNc2nc3cc(-c4cnn(Cc5ccccc5)c4)sc3c(=O)n2C)c1,-4,-1,·,·,-1.2,·,8,·,-3.8,4
O=C(/C=C/c1cccc([N+](=O)[O-])c1)N1CCOCC1,-4,-3,8,0.9,·,-2,4,0,-0.3,5
O=c1[nH]c2cc(Br)cnc2nc1/C=C(\O)c1ccc(F)cc1,1,-1,29,-3.5,-2.5,-87,-2,-1,0.0,2
NC(=O)CC(NC(=O)Cc1cccc2ccccc12)c1ccc(N2CCC(Cc3ccccc3)CC2)c([N+](=O)[O-])c1 (configuration not stated),-6,-1,20,-1.7,-0.1,-8,6,-5,0.1,5
c1cc(-n2cnnn2)ccc1NC1=NCCC1,-1,4,18,4.2,-0.5,-6,6,-11,-1.3,9
Cc1ccc(S(=O)(=O)N2CCN(C)CC2)c2nsnc12,3,1,28,-0.1,0.6,12,8,-15,·,4
CSc1nc(-c2ccccc2F)c(C#N)c(=O)n1C,-9,1,22,-2.4,·,9,5,4,-0.9,0

# Next section.
SMILES,BoNT F protease,FBA Mtb inh,VHR inh abs,UGM FP inh,BioA inh,MazEF act,GDH-TPI counter,Rv3671c protease,FadD28 binding,CCHFV vOTU inh
Cc1ccc(N2C(=O)c3n[nH]c(C)c3C2c2ccco2)cc1 (configuration not stated),-2,2,17,-0.3,1.4,3,9,3,-0.4,-7
Cc1c(CCO)c(=O)n(C)n1C(=O)c1ccc(Cl)cc1,-2,-2,32,-1.9,2.1,8,-2,2,-2.5,-4
O=S(=O)(CCN1CCN(C(c2ccccc2)c2ccccc2)CC1)C(F)(F)F,0,-6,22,-2.9,2.4,4,-8,6,-3.6,9
COc1ccc(NC(=O)N(CCN2CCCC2)Cc2cc3cc(OC)c(OC)cc3[nH]c2=O)cc1,21,5,14,-2.0,-1.0,10,12,3,-4.2,-7
COc1ccc(/C(C)=N/NC(=O)Cn2nc([N+](=O)[O-])cc2C)cc1,?,1,1,-0.3,·,8,13,7,-2.4,-14
CC(=O)Nc1ccc(S(=O)(=O)N2CCC(C(=O)O)CC2)cc1,-2,2,16,-1.9,-1.9,-1,2,3,-5.2,3
Cc1cc(C)nc(N(C#N)Cc2ccccc2Cl)n1,7,4,-4,-0.8,3.5,2,2,-7,-0.7,-7
CCOC(=O)c1sc(=S)n(-c2ccccc2)c1SC,-10,-2,21,2.7,-1.6,9,8,-1,-4.7,11
CC(O)(c1cccc(F)c1)c1nc(-c2ccncc2)cs1 (configuration not stated),1,-1,·,·,0.1,·,3,·,-0.4,3
CC(C)=CCC[C@](C)(OC1OC(COC2OCC(O)C(O)C2O)C(O)C(O)C1O)C1CC[C@]2(C)C1C(O)CC1[C@@]3(C)CCC(O[C@@H]4O[C@H](CO)C(O)C(O)C4O[C@@H]4OC(CO)C(O)C(O)C4O)C(C)(C)C3CC[C@]12C (some centres not stated),-3,1,·,2.4,3.4,9,-9,0,-2.9,-3
O=C(Cn1c2ccc(F)cc2c2nc3n(c(=O)c21)CCS3)NC1CCCC1,5,12,20,-1.0,0.9,-5,4,4,-2.9,24
COc1ccc(CNC(=O)/C=C/c2ccc(OCCCF)cc2)cc1OC,3,3,20,-0.4,-0.2,-3,4,-8,-1.6,5
Cc1cnc(NC(=O)Cc2ccccc2F)s1,5,2,20,-0.7,-0.8,-9,4,-7,1.1,6
Cc1cc2nnc(SCC(=O)NCC(c3ccccc3)N(C)C)n2c2ccccc12 (configuration not stated),4,-2,4,-3.7,-0.2,0,-4,-8,-3.6,-5
COc1cc(OC)c(NC(=O)C2CCN(S(=O)(=O)c3ccc4c(c3)CC(C)N4C(C)=O)CC2)cc1Cl (configuration not stated),-1,-2,17,3.1,-1.0,-19,2,0,-3.0,8
O=C(NCC(=O)N(Cc1ccco1)C(C(=O)NC1CCCC1)c1cccnc1)c1ccco1 (configuration not stated),-14,1,·,0.7,-1.2,15,-4,2,-1.6,-7
COc1ccc(CC(N)c2csc(NC(=O)Nc3ccc(OC)cc3)n2)cc1 (configuration not stated),-18,1,·,·,-1.0,·,-6,·,-4.6,9
CCCN(CC1CC1)C(=S)Nc1ccc(Oc2ccccc2)cc1,-3,4,28,0.5,·,-8,2,-5,-0.2,-7
CCCCCCn1c(NCC)nc2c1c(=O)n(C)c(=O)n2C,-7,2,21,-0.5,0.1,-2,1,1,-0.5,17
CC(=NNC(=S)SCc1ccccc1)c1ccccn1,83*,-2,·,·,·,1,-4,·,-6.4,4
COc1cc(C(=O)N(Cc2ccc(C)o2)C2CCS(=O)(=O)C2)cc(OC)c1OC (configuration not stated),3,-2,6,0.3,1.3,-1,-1,6,-2.3,13
Cc1cc(C)nc(SCCc2ccncc2)n1,31,2,13,-1.5,1.2,1,4,1,-3.5,-4
COc1ccc(C=NNC(=O)NN=Cc2ccc(OC)c(OC)c2)cc1OC,-5,2,·,·,-1.8,-4,48*,·,-2.1,15
Cc1noc(C)c1C(=O)N(CC(=O)Nc1ccccc1Br)Cc1ccco1,-7,-1,·,-0.5,-3.9,-7,-6,5,-3.4,3
Cc1ccc(S(=O)(=O)N2[C@@H](c3ccccc3F)C(C(=O)O)=CC[C@H]2c2ccc(Cl)c(Cl)c2)cc1,-3,1,·,2.2,2.9,-2,-1,-9,-0.8,16

# 3 compounds out of the list, ordered by count of non-hydrogen atoms, smallest number first.
SMILES,BoNT F protease,FBA Mtb inh,VHR inh abs,UGM FP inh,BioA inh,MazEF act,GDH-TPI counter,Rv3671c protease,FadD28 binding,CCHFV vOTU inh
CC(O)(c1cccc(F)c1)c1nc(-c2ccncc2)cs1 (configuration not stated),1,-1,·,·,0.1,·,3,·,-0.4,3
Cc1ccc(S(=O)(=O)N2CCN(C(=O)COC(=O)COc3ccccc3C(C)C)CC2)c(C)c1,8,6,·,·,-2.9,-2,14,·,1.0,10
NC(=O)CC(NC(=O)Cc1cccc2ccccc12)c1ccc(N2CCC(Cc3ccccc3)CC2)c([N+](=O)[O-])c1 (configuration not stated),-6,-1,20,-1.7,-0.1,-8,6,-5,0.1,5

# (more compounds)
SMILES,BoNT F protease,FBA Mtb inh,VHR inh abs,UGM FP inh,BioA inh,MazEF act,GDH-TPI counter,Rv3671c protease,FadD28 binding,CCHFV vOTU inh
Cn1cc(C(=O)c2ccc(F)cc2)cc1-c1nc2ccccc2n1C,-3,-11,2,0.2,4.6,11,-1,-8,-6.2,-7
COCCn1cnnc1SCC(=O)Nc1cccc(S(=O)(=O)N2CCCCC2)c1,-7,2,·,-0.5,-0.9,-12,-5,-10,-0.3,12
Cc1ccc(/C=N/NC(=O)c2cccnc2)s1,33,-1,5,-0.6,3.5,1,4,12,-3.6,-5
COCc1ccc(C(=O)N2CCCC(N(C)CCc3ccccc3)C2)s1 (configuration not stated),2,-2,·,·,1.4,1,-7,·,-2.4,-6
CCCCCCCCNC(=O)/C(C#N)=C/c1ccc(SC)cc1,-4,1,4,1.9,-1.6,0,5,-8,-3.9,13
O=C1CN(C(=O)CC2c3ccccc3-c3ccccc32)CC(=O)N1,3,1,-1,1.2,-0.5,-4,4,5,-4.0,9
COc1ccc(-c2nc(=S)c3ccc4ccccc4c3[nH]2)cc1,-1,2,14,·,·,-5,11,·,-3.6,4

# Compounds shown so far containing an NH in an aromatic ring, in the order listed:
SMILES,BoNT F protease,FBA Mtb inh,VHR inh abs,UGM FP inh,BioA inh,MazEF act,GDH-TPI counter,Rv3671c protease,FadD28 binding,CCHFV vOTU inh
Nc1nc(SCC(=O)Nc2cccc([N+](=O)[O-])c2)n[nH]1,-2,-2,·,-0.9,1.8,5,0,0,-0.5,0
Cc1cc(C(=O)N/N=C/c2ccc[nH]2)no1,-5,-3,6,-0.1,-1.2,4,31*,-5,0.0,15
COc1ccc(CN2CCc3c([nH]c4ccccc34)C2)cc1Br,-36,11,1,-0.8,-4.2,15,43*,3,0.9,14
Brc1ccc2[nH]c3c(N4CCc5ccccc5C4)ncnc3c2c1,·,·,-2,2.0,·,17,·,5,·,·
O=c1[nH]c2cc(Br)cnc2nc1/C=C(\O)c1ccc(F)cc1,1,-1,29,-3.5,-2.5,-87,-2,-1,0.0,2
Cc1ccc(N2C(=O)c3n[nH]c(C)c3C2c2ccco2)cc1 (configuration not stated),-2,2,17,-0.3,1.4,3,9,3,-0.4,-7
COc1ccc(NC(=O)N(CCN2CCCC2)Cc2cc3cc(OC)c(OC)cc3[nH]c2=O)cc1,21,5,14,-2.0,-1.0,10,12,3,-4.2,-7
COc1ccc(-c2nc(=S)c3ccc4ccccc4c3[nH]2)cc1,-1,2,14,·,·,-5,11,·,-3.6,4
